# Assay outcomes (PubChem)
# Mot1-301 SUMO – yeast Mot1-301 growth rescue at high temperature, primary screen, SUMOylation pathway inhibitor project, S. cerevisiae, ATP luminescence, 38.5C; actives 1% (n = 320,000); growth rescue, % at 18.8 µM; S. cerevisiae Mot1-301 growth rescue; percent above DMSO median, 100 means doubled;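 active = every valid replicate shows activation above 250% relative to neutral control wells; inactive = the rest, any valid replicate at or below 250%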;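 also: OY570 slx delta 5 strain wells were the positive control but not used for scaling; some compounds called inactive have numbers as strong as hits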
# CDK5 p35 inh – inhibitors of human CDK5/p35 kinase, primary screen, biochemical, single concentration; Recombinant CDK5/p35, ADP-Glo luminescence, 60 min; Cyclin-dependent kinase 5 (Homo sapiens) + Cyclin-dependent kinase 5 activator 1 (Homo …; actives 0.01% (n = 330,000); AID 488839, 2010; inhibition, % at 10 µM;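 active = highest replicate inhibition of at least 50% and at least 75% of replicates reaching 50%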;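 also: plate controls were DMSO neutral control for no effect and GW8510 at 10 µM for full effect; many of its hits are not listed in these tables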
# PKA-R2B activ – activators of PKA-R2B holoenzyme, primary screen, biochemical, fluorescence polarization, Cy5-IP20, human; actives 0.079% (n = 340,000); cAMP-dependent protein kinase catalytic subunit beta (Homo sapiens) + cAMP-dependent …; PKA-R2B holoenzyme dissociation; R2B truncated from residue 108, S112A mutant; 0% DMSO only, 100% 113 µM cGMP; activation, % at 11.4 µM;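 active = activation above a cutoff set at the mean over all compounds plus 3 SD, cut at about 18% in these data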;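 also: higher means more holoenzyme dissociation and a rise in polarization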
# SR-BI DiI inh – inhibitors of SR-BI mediated HDL lipid uptake, primary screen, ldlA[mSR-BI] cells, fluorescence, single point | ldlA[mSR-BI] CHO cells, DiI-HDL uptake fluorescence, 3 h | actives 0.96% (n = 320,000) | Scavenger receptor class B member 1 (Mus musculus), Q61009 | inhibition, % at 12.5 µM;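 active = mean replicate inhibition of at least 70% and a set share of replicates each scoring 70 or more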;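 also: 0% = median of neutral control wells and 100% = median of positive control wells; values of inactives mirror those of a sister screen read the other way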
# Target sequence (Q61009 whole entry, looked up): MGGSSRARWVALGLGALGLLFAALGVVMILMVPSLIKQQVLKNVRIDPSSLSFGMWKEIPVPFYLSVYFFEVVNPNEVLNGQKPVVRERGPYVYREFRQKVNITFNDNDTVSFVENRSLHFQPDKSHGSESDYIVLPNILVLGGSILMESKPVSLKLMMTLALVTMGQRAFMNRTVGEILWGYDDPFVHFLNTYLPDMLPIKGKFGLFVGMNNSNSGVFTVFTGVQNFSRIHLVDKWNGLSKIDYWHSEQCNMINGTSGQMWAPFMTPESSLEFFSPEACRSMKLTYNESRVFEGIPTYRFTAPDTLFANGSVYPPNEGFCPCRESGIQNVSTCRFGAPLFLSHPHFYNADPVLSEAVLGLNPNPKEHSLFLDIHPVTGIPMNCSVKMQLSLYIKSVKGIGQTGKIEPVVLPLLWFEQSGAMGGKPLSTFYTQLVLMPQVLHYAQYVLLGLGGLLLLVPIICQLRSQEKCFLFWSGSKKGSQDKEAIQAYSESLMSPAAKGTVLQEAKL
# MITF TRPM1 HTS – activators of MITF-driven TRPM1 promoter reporter, primary screen, cell-based, SK-MEL-5, luciferase, single point; AID 588334, 2011; SK-MEL-5 TRPM1-promoter luciferase, 24 h; % of positive control, neutral wells = 0; actives 0.75% (n = 300,000); activation, % at 12.5 µM;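 active = mean activation of at least 80% with every replicate also reaching 80%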;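 also: 0% = neutral control wells and 100% = parthenolide positive control wells; values of inactives mirror those of a sister screen read the other way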
# SR-BI uptake up – activators of SR-BI mediated DiI-HDL uptake, primary screen, ldlA[mSR-BI] CHO cells, DiI fluorescence; 3 h; 100 = double the neutral-control signal; activation, % at 12.5 µM; actives 0.096% (n = 320,000); AID 504775, 2011;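 active = mean replicate activation of at least 60% and every replicate at or above 60%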;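 also: 0% = median plate neutral-control signal and 100% = twice that signal; values of inactives mirror those of a sister screen read the other way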
#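 material = CHO ldlA[mSR-BI] cells | medium = Ham's F12 with 0.5% BSA, HEPES 25 mM, pH 7.4 | reagent = fluorescent DiI-HDL, 10 µg/mL final | compound dosing = single-point compound dose | incubation = 3 h, 37 °C | measured by = bottom-read fluorescence, 550/595 nm | measure = HDL uptake via cellular fluorescence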
# Arr AP2 block – inhibitors of beta-arrestin/AP2 binding, primary screen, biochemical, GPCR trafficking, flow cytometry; actives 0.31% (n = 340,000); FITC-arrestin peptide / GST-AP2 beads; AP2 beta2 appendage carries R879A mutation; AID 504490, 2011; beta-arrestin 1 C-terminal peptide binding to AP2 beta2-adaptin appendage (human); inhibition, % at 10 µM;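 active = inhibition above a set limit, near 3 SD of compounds lacking own fluorescence, cut at about 54% in these data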;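 also: plate controls were DMSO wells for no effect and 5 µM unlabelled arrestin peptide for full effect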
#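 System: GST-AP2 R879A bound to glutathione beads, E. coli-expressed. Also added: 50 nM FITC-arrestin peptide. Schedule: compound with beads 12 min RT, then probe 1 h RT. Signal: bead flow cytometry, FITC channel. Read-out basis: percent response.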
# NSD2 HMT inh – NSD2 histone methyltransferase inhibitors, primary screen, biochemical, AlphaScreen, single concentration, set 2; NSD2 peptide methylation, 120 min; inhibition, % at 12.5 µM; actives 0.54% (n = 310,000); in the data active = inhibition above about 50%
# PKA-R1A act – activators of PKA-R1A holoenzyme, primary screen, biochemical, fluorescence polarization, Cy5-IP20, bovine R1A, mouse PKAc; actives 0.083% (n = 340,000); PKA-R1A dissociation; scaled: DMSO 0%, 113 µM cGMP 100%; activation, % at 11.4 µM; AID 504707, 2011;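 active = percent activation above the mean of all tested compounds plus 3 SD, cut at about 19% in these data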;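 also: higher means more PKAc released from R1A so a rise in polarization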
# dFosB activator – activators of delta FosB homodimer, primary screen, biochemical, fluorescence polarization, TAMRA-CDK5 oligo, single point. Protein FosB (Mus musculus), P13346. purified delta FosB; percent of positive-control signal above neutral wells. activation, % at 25 µM. actives 0.99% (n = 340,000);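 active = mean activation above about 17%, with every replicate also reaching it, limit read from the data, passing the limit was not always enough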;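 also: fluorescence polarization rise as delta FosB binds a TAMRA Cdk5 AP-1 oligo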
# Target sequence (P13346 whole entry, looked up): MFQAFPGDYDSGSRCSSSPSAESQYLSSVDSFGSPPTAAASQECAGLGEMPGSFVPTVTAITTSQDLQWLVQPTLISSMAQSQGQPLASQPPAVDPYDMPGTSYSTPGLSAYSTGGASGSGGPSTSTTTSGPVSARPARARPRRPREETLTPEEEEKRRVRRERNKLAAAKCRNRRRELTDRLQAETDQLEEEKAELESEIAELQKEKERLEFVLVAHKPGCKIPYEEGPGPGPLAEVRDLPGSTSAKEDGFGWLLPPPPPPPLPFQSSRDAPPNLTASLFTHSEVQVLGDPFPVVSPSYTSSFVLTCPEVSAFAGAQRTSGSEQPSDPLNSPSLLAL
# DSG3 Ab inh – inhibitors of pemphigus antibody binding to DSG3, primary screen, biochemical, bead-based, flow cytometry, scFv-GFP. Desmoglein-3 (Homo sapiens), P32926. DSG3-coupled beads, scFv-anti-DSG3-GFP binding; hits give low values. binding (percent of control), % at 10 µM. actives 0.48% (n = 310,000). AID 588358, 2011;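 active = binding more than 3 SD below its plate's average and above zero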;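 also: hits lower antibody fragment binding to DSG3; some compounds called inactive have numbers as strong as hits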
# * marks the source's active call; other numbers are inactive results; nt = no result given.
1: CC(C)(CNc1ccc([N+](=O)[O-])cc1C#N)N1CCOCC1
2: COc1cccc(-c2nc(-c3ccncc3)no2)c1
3: CCC(C)NC(=O)NC(=O)CSc1nnc(-c2ccccc2F)n1C1CC1 (stereo not drawn)
4: Nn1c(SCC(=O)N2CCCCCC2)nnc1-c1ccncc1
5: CC(CN)(NS(=O)(=O)c1ccccc1)c1ccccc1 (stereo not drawn)
6: CSc1ncccc1C(=O)OCCCC(=O)c1ccc(F)cc1
7: O=C(Nc1ccccc1Br)C(=O)N1CCCC1
8: COc1ccc(NC(=O)c2nnn(CC(=O)Nc3ccccc3OC)c2N)c(OC)c1
compound no.	1	2	3	4	5	6	7	8
Mot1-301 SUMO	110	40	-6	-16	-10	-19	-13	7
CDK5 p35 inh	-0.3	2.2	2.2	0.0	0.3	2.1	-0.8	1.3
PKA-R2B activ	-1	8	8	-5	-4	-11	-1	0
SR-BI DiI inh	-13	-13	-5	-19	4	-8	-6	34
MITF TRPM1 HTS	4	27	0	5	nt	12	-29	17
SR-BI uptake up	13	13	5	19	-4	8	6	-34
Arr AP2 block	23	15	-14	-3	26	-3	6	14
NSD2 HMT inh	-3	-3	-1	0	-2	7	-4	5
PKA-R1A act	-8	7	12	8	-7	-1	0	-1
dFosB activator	0	-26	0	1	2	-13	-7	-7
DSG3 Ab inh	77	98	nt	98	94	102	80	95

9: O=C(OC(C(=O)NC1CCCCC1)c1ccc(C(F)(F)F)cc1)c1ccco1 (stereo not drawn)
10: Cc1ccc(N=Cc2c(O)n(-c3nccs3)c(=O)c3ccccc23)c(C)c1
11: CN(C(=O)CSc1ncnc2sc3c(c12)CCCC3)C1CCS(=O)(=O)C1 (stereo not drawn)
12: COCc1cc(C)nc(OCC(=O)N/N=C/c2cc(C)n(-c3c(C)cccc3C)c2C)c1C#N
13: Cc1ccc(C(=O)NCCc2nnc3ccc(NCCCN4CCOCC4)nn23)cc1
14: Cc1nc2ccccn2c1-c1csc(Nc2cccc(O)c2)n1
15: O=C(NCc1ccccn1)c1ccc(OC2CCN(Cc3ccc(F)cc3F)CC2)cc1
16: COc1cc(C(F)(F)F)c(C(=O)N(C)Cc2cccc(Cl)c2)cn1
compound no.	9	10	11	12	13	14	15	16
Mot1-301 SUMO	24	0	-6	-6	111	nt	17	-14
CDK5 p35 inh	0.5	-0.7	0.9	-0.7	-1.3	0.4	-0.1	-2.2
PKA-R2B activ	0	0	1	-9	5	-3	1	0
SR-BI DiI inh	-32	12	13	18	32	22	-11	16
MITF TRPM1 HTS	5	5	-2	-10	1	4	-10	0
SR-BI uptake up	32	-12	-13	-18	nt	-22	11	-16
Arr AP2 block	-3	nt	6	-2	19	-14	-7	1
NSD2 HMT inh	-1	-1	-1	-1	-2	nt	1	-3
PKA-R1A act	7	-5	0	-12	-15	-1	7	-7
dFosB activator	7	-8	-17	-1	1	-10	-2	-11
DSG3 Ab inh	101	107	92	96	105	93	112	104

17: CCOC(=O)c1cn(Cc2ccccc2)nc1-c1ccccc1
18: COc1cccc(NC(=S)N(CCN2CCCCC2)Cc2ccco2)c1
19: O=C1c2ccsc2SCCN1Cc1ccc(Cl)cc1
20: O=C(N/N=C/c1ccc(O)cc1)c1cc(C23CC4CC(CC(C4)C2)C3)[nH]n1
21: COc1ccc(S(=O)(=O)N2CCc3ccccc3C2)cc1OC
22: CCCc1cc(NCC2CCCO2)n2c(nc3ccccc32)c1C#N (stereo not drawn)
23: N#Cc1ccsc1NC(=O)COc1ccc(-c2nnco2)cc1
24: COc1ccc([C@H]2/C=C\CN(S(=O)(=O)c3cccc4cccnc34)[C@@H](C)C(=O)N2Cc2ccc(F)cc2)cc1
compound no.	17	18	19	20	21	22	23	24
Mot1-301 SUMO	182	17	-10	-6	-5	nt	5	3
CDK5 p35 inh	-0.3	-1.1	0.8	1.9	0.3	0.1	0.6	0.0
PKA-R2B activ	-6	-4	-14	1	3	-3	-10	3
SR-BI DiI inh	5	-6	-1	nt	36	-4	-8	6
MITF TRPM1 HTS	nt	-11	7	-2	1	-10	13	-10
SR-BI uptake up	-5	6	1	nt	-36	4	8	-6
Arr AP2 block	8	10	12	30	-2	-13	3	9
NSD2 HMT inh	-8	5	-3	1	-2	7	-5	nt
PKA-R1A act	-1	-4	-17	-1	-1	0	-17	3
dFosB activator	-5	-7	1	-23	3	-10	-8	-15
DSG3 Ab inh	107	106	90	102	98	nt	97	100

25: Cc1c(C#N)sc2nc(-c3ccccc3)nc(N3CCCC3)c12
26: O=C(Nn1c(COc2ccccc2)nc2ccccc2c1=O)C(Cl)(Cl)Cl
27: COc1ccc(OC)c(NC(=O)NCCc2cccc(Cl)c2)c1
28: CCn1c(COc2cc(C)ccc2C(C)C)nnc1SCC(=O)Nc1nccs1
29: CCOc1ccc(NC(=O)CN(C)C(=O)CCCOc2ccc(Cl)c(C)c2)cc1OCC
30: COc1cc([N+](=O)[O-])cc(/C=N/NC(=O)CSc2ccccn2)c1O
31: O=S(=O)(c1ccccc1)N1CCN(C(=S)Nc2ccc(Br)cc2)CC1
32: CN(CC(=O)Nc1ccccc1N1CCCC1)S(=O)(=O)c1ccc(F)cc1
compound no.	25	26	27	28	29	30	31	32
Mot1-301 SUMO	-9	-20	1	2	138	5	-3	7
CDK5 p35 inh	1.5	0.8	2.7	0.1	-0.3	1.3	0.0	-2.1
PKA-R2B activ	5	-6	-13	-4	-7	9	-1	0
SR-BI DiI inh	39	13	5	49	56	nt	10	-4
MITF TRPM1 HTS	-10	-2	-4	-6	-16	8	4	-4
SR-BI uptake up	-39	-13	-5	-49	-56	nt	-10	4
Arr AP2 block	-7	-8	10	-8	46	9	-2	-6
NSD2 HMT inh	1	-1	-1	-1	-1	1	-1	2
PKA-R1A act	9	-14	-3	2	-6	3	7	0
dFosB activator	-4	-3	-6	-2	-24	-5	-4	2
DSG3 Ab inh	nt	110	75*	87	nt	89	112	104

33: CN(C)c1ccc(/C=C2/SC(=O)N(CCN=C3NS(=O)(=O)c4ccccc43)C2=O)cc1
34: OCCN1CCN(CC#CCC(c2ccccc2)c2ccccc2)CC1
35: Cc1c(C(=O)OCC(=O)N2CC(=O)Nc3ccccc32)oc2ccccc12
36: COc1ccccc1NC(=O)c1ccc(S(=O)(=O)N2CCOCC2)cc1
37: O=S(=O)(c1cccc2nsnc12)N1CCN(C/C=C/c2ccccc2)CC1
38: CCCOc1ccc(-c2c(C(=O)N/N=C/c3ccncc3)nnn2-c2nonc2N)cc1
39: CC(C)(C)c1ccc(C(=O)NC(=S)N2CCCCCC2)cc1
40: COCC1CCCN(Cc2cn(Cc3ccccc3)nc2-c2cc3ccccc3o2)C1 (stereo not drawn)
compound no.	33	34	35	36	37	38	39	40
Mot1-301 SUMO	-1	28	11	13	185	-24	3	-4
CDK5 p35 inh	2.0	-1.6	0.9	1.0	-0.4	nt	-0.6	-1.2
PKA-R2B activ	1	-1	10	-11	-4	-4	0	6
SR-BI DiI inh	8	-20	25	42	4	39	16	29
MITF TRPM1 HTS	34	4	-17	-2	nt	15	-8	15
SR-BI uptake up	-8	20	-25	-42	-4	-39	nt	-29
Arr AP2 block	-13	-8	13	4	7	-6	28	5
NSD2 HMT inh	-2	0	nt	-1	5	4	4	3
PKA-R1A act	-6	-3	-1	-7	-3	-8	-5	1
dFosB activator	-5	-8	33*	-4	-5	2	-9	-16
DSG3 Ab inh	99	107	106	106	98	81	111	113

41: COC(=O)C1=C(C)N(Cc2ccccc2)C(=NCCc2ccccn2)N[C@H]1c1cccc(F)c1
42: COc1ccc(C)cc1NC(=O)C1CCCN(S(=O)(=O)c2cnc[nH]2)C1 (stereo not drawn)
43: CCc1ccc(-c2nc(CN3CCC(C(=O)NCCN(CC)c4ccccc4)CC3)c(C)o2)cc1
44: C(=N\Nc1nc2ccccc2[nH]1)/c1cccc2cccnc12
45: O=C(O)c1cc(S(=O)(=O)NCc2ccco2)c(Cl)cc1Cl
46: Cc1ccc(-c2noc(CCCC(=O)NC3CCCC3)n2)cc1
compound no.	41	42	43	44	45	46
Mot1-301 SUMO	-6	8	-20	-10	5	42
CDK5 p35 inh	3.3	-0.3	-6.6	7.0	0.8	-0.7
PKA-R2B activ	-1	1	-7	-3	-8	-6
SR-BI DiI inh	2	35	59	-3	-30	3
MITF TRPM1 HTS	1	1	-65	nt	12	-14
SR-BI uptake up	-2	-35	-59	3	30	-3
Arr AP2 block	-5	18	5	24	0	23
NSD2 HMT inh	nt	nt	7	4	-1	-2
PKA-R1A act	-1	-1	-12	0	-18	-4
dFosB activator	4	-1	-6	2	2	2
DSG3 Ab inh	104	110	109	108	105	101

# Entries of single compounds, looked up by structure:
# `O=C(O)c1cc(S(=O)(=O)NCc2ccco2)c(Cl)cc1Cl` reads Mot1-301 SUMO: 5; CDK5 p35 inh: 0.8; PKA-R2B activ: -8; SR-BI DiI inh: -30; MITF TRPM1 HTS: 12; SR-BI uptake up: 30; Arr AP2 block: 0; NSD2 HMT inh: -1; PKA-R1A act: -18; dFosB activator: 2; DSG3 Ab inh: 105
# `C(=N\Nc1nc2ccccc2[nH]1)/c1cccc2cccnc12` reads Mot1-301 SUMO: -10; CDK5 p35 inh: 7.0; PKA-R2B activ: -3; SR-BI DiI inh: -3; MITF TRPM1 HTS: nt; SR-BI uptake up: 3; Arr AP2 block: 24; NSD2 HMT inh: 4; PKA-R1A act: 0; dFosB activator: 2; DSG3 Ab inh: 108
